PAFAH1B3 FP inh: PAFAH1B3 (human) inhibition; Q15102; recombinant PAFAH1B3, FP-rhodamine probe, fluorescence polarization; inhibition, % at 3.39 µM; 340,000 tested, 0.28% active; AID 492972;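 active = inhibition above the screen-wide average of all tested compounds plus 3 SD, cut at about 25% in these data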;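 also: 0% = enzyme with DMSO only and 100% = wells lacking PAFAH1B3 protein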
PAFAH2 FP inh: PAFAH2 (human) inhibition; 340,000 tested, 0.99% active; AID 492956; Q99487; inhibition, % at 3.39 µM; recombinant PAFAH2, FP-rhodamine activity probe, fluorescence polarization;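 active = inhibition above the mean over all tested compounds plus 3 SD, cut at about 30% in these data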;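 also: inhibitors block probe labeling of enzyme so polarization drops; 0% = enzyme with DMSO and 100% = wells lacking PAFAH2 protein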
pPAFAH inh: inhibitors of human plasma PAF acetylhydrolase (pPAFAH); Q13093; recombinant pPAFAH, FP-rhodamine probe fluorescence polarization; inhibition, % at 3.39 µM; 330,000 tested, 1.5% active; AID 463082;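 active = inhibition above the mean inhibition across the screen plus 3 SD, cut at about 25% in these data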;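 also: inhibitors block binding of the rhodamine activity-based probe so polarization drops; 0% = enzyme with DMSO and 100% = wells lacking pPAFAH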
Target sequence (Q13093 whole entry, looked up): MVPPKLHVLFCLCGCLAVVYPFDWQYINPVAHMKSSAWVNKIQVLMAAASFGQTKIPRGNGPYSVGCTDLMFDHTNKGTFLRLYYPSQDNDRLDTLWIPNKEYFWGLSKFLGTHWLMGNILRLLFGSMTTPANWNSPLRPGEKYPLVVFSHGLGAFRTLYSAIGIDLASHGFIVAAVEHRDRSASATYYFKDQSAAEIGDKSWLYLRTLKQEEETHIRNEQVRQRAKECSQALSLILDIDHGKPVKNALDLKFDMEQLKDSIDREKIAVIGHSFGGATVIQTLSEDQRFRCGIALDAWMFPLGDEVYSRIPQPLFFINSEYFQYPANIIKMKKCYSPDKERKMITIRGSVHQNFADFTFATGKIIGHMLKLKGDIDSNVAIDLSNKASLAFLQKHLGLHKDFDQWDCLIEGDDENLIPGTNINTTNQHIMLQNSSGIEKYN
ZTA counter: ZTA (EBV) inhibition in EBNA-1 counter-screen. P03206. AID 2234. inhibition, % at 11 µM. ZTA-DNA binding, fluorescence polarization. 320,000 tested, 0.15% active; in the data active = inhibition above about 33%
Target sequence (P03206 whole entry, looked up): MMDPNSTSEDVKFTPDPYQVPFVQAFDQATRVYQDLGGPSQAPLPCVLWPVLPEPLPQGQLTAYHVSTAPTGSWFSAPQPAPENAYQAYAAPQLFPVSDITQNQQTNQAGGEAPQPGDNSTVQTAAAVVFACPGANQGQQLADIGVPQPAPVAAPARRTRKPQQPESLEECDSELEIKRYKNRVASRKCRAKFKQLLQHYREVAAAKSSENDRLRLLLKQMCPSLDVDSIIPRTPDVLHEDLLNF
PREPL inhibitor: human PREPL enzyme inhibition; inhibition, % at 5.96 µM; Q4J6C6; 320,000 tested, 0.68% active; recombinant PREPL, fluorescence polarization activity-based probe; in the data active = inhibition above about 43%;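 also: 0% = enzyme with DMSO and 100% = wells lacking enzyme; many of its hits are not listed in these tables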
EBNA-1 inhibitor: blocks EBNA-1 binding to DNA | EBNA-1 DNA binding, fluorescence polarization | inhibition, % at 14.8 µM | 300,000 tested, 0.34% active; in the data active = inhibition above about 28%
LYPLA2 inh: LYPLA2 (human) inhibition in PME1 counter-screen. AID 2177. 320,000 tested, 0.38% active. inhibition, % at 5.9 µM. O95372. recombinant LYPLA2, FP-Rh probe fluorescence polarization;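 active = inhibition above the screen-wide mean plus 3 SD, limit set per campaign, cut at about 26% in these data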;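 also: 0% = LYPLA2 with DMSO and 100% = wells lacking LYPLA2 enzyme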
PAFAH1B2 FP inh: inhibitors of human PAFAH1B2 | recombinant PAFAH1B2, FP-rhodamine activity probe, fluorescence polarization | inhibition, % at 3.39 µM | AID 492953 | 340,000 tested, 1.2% active | P68402;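 active = inhibition above the mean of all tested compounds plus 3 SD, cut at about 24% in these data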;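 also: 0% = enzyme with DMSO and 100% = wells lacking PAFAH1B2; many of its hits are not listed in these tables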
LYPLA1 inh: counter-screen for PME1 inhibitors: inhibitors of human LYPLA1; recombinant LYPLA1, FP-Rh probe fluorescence polarization; 320,000 tested, 0.16% active; O75608; inhibition, % at 5.9 µM;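 active = inhibition above the mean of all tested compounds plus 3 SD, set per campaign, cut at about 14% in these data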;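 also: inhibitors block serine hydrolase probe labeling of LYPLA1 so polarization falls; 0% = enzyme with DMSO and 100% = wells lacking LYPLA1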
Target sequence (O75608 whole entry, looked up): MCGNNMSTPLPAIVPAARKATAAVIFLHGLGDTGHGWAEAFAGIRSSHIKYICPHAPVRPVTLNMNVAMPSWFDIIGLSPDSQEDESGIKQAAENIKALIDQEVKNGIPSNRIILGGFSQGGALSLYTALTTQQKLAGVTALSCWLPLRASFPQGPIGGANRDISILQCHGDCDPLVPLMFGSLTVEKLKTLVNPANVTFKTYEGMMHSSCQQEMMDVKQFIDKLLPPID
An asterisk follows results filed as active; . = no result given.

Below each SMILES: PAFAH1B3 FP inh, PAFAH2 FP inh, pPAFAH inh, ZTA counter, PREPL inhibitor, EBNA-1 inhibitor, LYPLA2 inh, PAFAH1B2 FP inh, LYPLA1 inh
> CCCCC(=O)Nc1nc2ccc3nc(C)sc3c2s1
→ -1, 10, -4, 1, -17, 1, -5, 3, -8
> Cc1cc2ccccn2c1C(=S)NC(=O)c1ccccc1
→ 1, 0, 3, 1, 11, -8, -2, 6, -4
> COC(=O)c1ccc(OCC(O)CNC2CCCC2)cc1 (configuration not stated)
→ 10, -3, 3, -8, 0, 5, 9, 7, 3
> C/C(=N\OC(=O)Nc1ccccc1)c1cnn(-c2cc(C(F)(F)F)cc(C)n2)c1C
→ -5, 5, 9, 10, 1, -1, 6, 1, 2
> O=C(CCc1nc(-c2ccccc2F)no1)Nc1cccnc1
→ 13, -2, 0, 6, 2, -10, 3, -7, 2
> Cc1ccc(-c2n[nH]c(=S)n2/N=C/c2cc3c(cc2[N+](=O)[O-])OCO3)cc1
→ 11, 11, 20, 11, 18, 13, -5, 3, -6
> Cn1nc(CC(=O)NC2CCCCCC2)c2ccccc2c1=O
→ -5, 3, -1, 9, 0, 0, 1, 2, 0
> Cc1ccn2c(NC3CCCC3)c(-c3ccncc3)nc2c1
→ 11, 5, 4, 2, 2, 5, 4, 1, 4
> c1cc(-c2nn[nH]n2)ccc1CN1CCCCC1
→ 4, 4, 2, -6, -7, -9, 4, -8, 3
> O=C(Nc1ccn(Cc2ccccc2F)n1)c1ccc(COc2ccccc2Cl)cc1
→ -15, -26, -8, 0, -10, -1, -29, -4, -16
> CNC(=O)COC(=O)/C=C/c1cccs1
→ 5, 3, 1, -4, -1, -9, -3, -1, -1
> NC1=NC[C@H](Cc2ccc(O)cc2)N1CCc1cccc2ccccc12
→ 7, 0, -1, -7, 2, -8, 2, -5, -2
> O=C(Nc1cccc(-n2cnnn2)c1)c1cc(Cl)ccc1Cl
→ 4, -9, 7, -6, 11, -5, 2, 2, -5
> COc1ccc(CC(=O)Nc2cccc(C(=O)Nc3cccc(C)c3)c2)cc1
→ ., ., 2, -18, 18, -5, 6, ., 2
> CCC1Sc2ccccc2N(CC(=O)NCc2ccc3c(c2)OCO3)C1=O (configuration not stated)
→ 1, 4, 7, -2, 0, 10, 1, 4, -2
> Clc1ccc2c(c1)C1=C(C(c3ccncc3)O2)C(c2ccc(Br)cc2)n2ncnc2N1 (configuration not stated)
→ -3, -8, 6, 9, -30, 4, -1, 3, -5
> NCCCC[C@H]1CNC(=O)C(=O)N1CC1CCCCC1
→ 8, 8, 1, -3, 1, -11, -5, -2, 1
> CCOC(=O)c1cccc(-n2c(C)cc(C=O)c2C)c1
→ -1, -4, 3, 6, 3, 3, 6, 0, 1
> CC1CCCCN1C(=O)C(=O)c1cn(CC(=O)N2CCCCCC2)c2ccccc12 (configuration not stated)
→ 1, 3, 6, -2, 0, 3, 3, 7, 2
> CCN1CCc2c(OCC(=O)N3CCC(C)CC3)cccc2C1=O
→ 2, 5, 1, -4, -1, -10, 1, -2, 1
> CCC(NC(=O)NCc1ccccc1)(C(F)(F)F)C(F)(F)F
→ 4, -4, -1, -13, 16, -2, 1, 1, 0
> CC(C)[C@H](NS(=O)(=O)c1ccc2c(c1)OCCO2)C(=O)OCC(=O)Nc1cccc(Cl)c1Cl
→ -4, -2, 10, -7, -6, -9, -4, -5, -4
> Cc1ccc(-n2c(C)nc3c(cnn3-c3ccccc3Cl)c2=O)cc1C
→ 7, 4, 2, -10, 4, -7, -5, 4, 2
> NS(=O)(=O)c1ccc(CCNc2cc(=O)n(Cc3ccc(F)cc3)c(=O)[nH]2)cc1
→ 7, 6, 2, 14, 6, 1, 2, 3, -1
> COc1ccc(CCNC(=O)C2CC(c3ccccc3F)=NO2)cc1 (configuration not stated)
→ 5, 3, -7, -24, -4, 1, -8, 7, -8
> Cc1cc(S(=O)(=O)Nc2cccnc2)c(C)s1
→ 6, 0, 1, 16, 4, 9, 5, 2, 3
> Cc1ccc(C(=O)N/C(=C\c2cn(S(=O)(=O)N(C)C)c3ccccc23)C(=O)NCCCN2CCOCC2)cc1
→ 0, 4, 3, 3, -3, 0, 1, -1, -2
> COc1cc(OC)cc(C(=O)Nc2sc3c(c2C(N)=O)CCC3)c1
→ -6, 6, 3, 10, -1, 25, -1, -2, -3
> C=CCN(CC=C)C(=S)NC(=O)/C=C/c1ccccc1
→ -1, 2, 2, 6, 9, 3, 2, 6, 0
> Cc1oc(S(=O)(=O)N(C)C)cc1C(=O)Nc1ccc(F)cc1
→ 11, 14, 5, 5, 6, 12, 1, 3, 2

Further entries follow:
Below each SMILES: PAFAH1B3 FP inh, PAFAH2 FP inh, pPAFAH inh, ZTA counter, PREPL inhibitor, EBNA-1 inhibitor, LYPLA2 inh, PAFAH1B2 FP inh, LYPLA1 inh
> COC(=O)C1(S(=O)(=O)C2(C(=O)OC)CCCC2)CCCC1
→ -1, 6, 6, -2, 1, 4, 4, -2, -1
> COc1ccc(NCc2ccccc2[N+](=O)[O-])cc1OC
→ 3, 2, 11, 9, 23, 1, 9, -2, -1
> CCOC(=O)N1CCN(Cc2nc3c(c(=O)n(C)c(=O)n3C)n2CCC(C)C)CC1
→ 2, 1, 2, 6, 6, 1, -1, 5, -1
> CC(C)NCCOc1cccc(Br)c1
→ -3, 5, -4, 7, -4, 11, -1, 2, -1
> CCCC1=Nc2cc(C(=O)N3CCCC3)ccc2Sc2ccc(C)cc21
→ 8, -1, 10, -2, 10, 4, -1, 2, -3
> CC(=O)N1N=C(c2cccs2)CC1c1cccs1 (configuration not stated)
→ 8, 3, -5, 7, -4, -9, -9, 5, -4
> O=C(CN1CCN(C(=O)C2CCCO2)CC1)Nc1c(Cl)cccc1Cl (configuration not stated)
→ 7, -1, 6, -7, 2, 4, -8, -1, -7
> COc1cccc(C(=O)c2cn(CC(=O)NCc3ccco3)c3nc(C)ccc3c2=O)c1
→ 1, 1, 9, 6, -8, 3, -1, 0, -1
> Nc1nnc(SCC(=O)NC2CCCc3ccccc32)s1 (configuration not stated)
→ 3, -4, -1, 11, -2, -2, -2, 2, -1
> Cc1cccc(C)c1NC(=S)NCCc1ccccn1
→ 6, -10, 4, 34*, 5, 14, 5, 6, 0
> CN(C)c1ccc(C(=O)OCC(=O)Nc2cccc(S(=O)(=O)N3CCCC3)c2)cc1
→ 3, 86*, 27*, ., 6, ., ., 5, .
> CC(=O)NC1C(=O)N(CC(C)C)c2ccccc21 (configuration not stated)
→ 2, 3, 0, -19, 2, 3, 10, 5, 5
> CCOC(=O)CCc1c(C)nc(-n2[nH]c(C)c(CCO)c2=O)[nH]c1=O
→ 6, 7, 3, 3, 2, 6, 0, 8, -4
> Cc1ccc(N(CCC(=O)O)S(=O)(=O)c2ccccc2)cc1
→ 0, 3, 1, 3, 0, -1, -2, 0, -2
> Cc1ccc2nc(-c3cccc(N)c3)[nH]c2c1
→ 1, 8, 4, 4, 3, 0, 8, 8, 1
> CCCCN(C)C(=O)c1nc2ccccn2c1CNCCCn1ncc2ccccc21
→ -2, 6, 1, -3, 0, 0, 5, -3, 2
> COC(=O)C1CCN(C(=O)c2cc(-c3ccco3)nc3ccccc23)CC1
→ 11, 20, 45*, ., 19, ., ., 4, .
> CCN1C(=O)/C(=C2/Sc3ccccc3N2CC)SC1=S
→ -1, -10, 0, -4, 10, -5, -1, 1, -1
> CC(C)C(=O)Nc1cc(=O)[nH]c2ncnn12
→ 4, -10, 6, 9, -10, -7, -1, 2, -3
> CC(C)(O)CNC(=O)C(Cc1ccccc1)N1C(=O)c2ccccc2C1=O (configuration not stated)
→ 6, 3, -1, -1, -8, -11, 8, 2, -1
> Cc1c(Cl)cccc1NC(=O)CNC(=O)Cc1c[nH]c2ccccc12
→ -1, 5, -2, 7, 3, ., -2, 5, -3
> C[C@H]1NC(=O)[C@@]2(C)[C@H](c3ccccc3)[C@H]3COc4ccccc4[C@@H]3N2C1=O
→ 7, 2, -2, ., 30, ., ., 0, .
> O=C(O)c1ccc(S(=O)(=O)Nc2ccc(O)c(Sc3nc4ccccc4s3)c2)cc1
→ 13, 9, 14, -5, 1, -15, 2, 5, -4
> O=C(OCc1nnc(-c2ccc(Cl)cc2)o1)c1ccc(=O)n(Cc2ccccc2)n1
→ 11, -1, 7, -5, -9, 3, 7, 8, 0
> CCCCc1nc(SCc2ccc([N+](=O)[O-])cc2)n[nH]1
→ 6, -3, 3, -5, -5, -3, -3, 5, 1
> O=C(Nc1ccc(S(=O)(=O)N2CCOCC2)cc1)c1cccnc1
→ 0, -5, -3, -27, -5, -6, 7, -2, -1
> COc1cccc(CNC(=O)C2(C)Oc3ccccc3NC2=O)c1 (configuration not stated)
→ 7, -6, 3, 6, 6, 1, -5, 3, -1
> CC(=O)N1C(=O)C2(C(C#N)=C(N)Oc3cc(C)oc(=O)c32)c2ccccc21 (configuration not stated)
→ -2, 5, 6, -3, -1, -10, -2, 7, -1
> CCC(=O)NCCc1nc2cc(NC(=O)Nc3ccccc3)ccc2n1C
→ 13, -7, 2, 3, 7, 5, -7, -2, -3
> C[C@]12CCC[C@H](O1)c1c(cc3c(c1O)C(=O)c1c(O)cc(O)cc1C3=O)O2
→ 19, 30*, 27*, -6, 17, 7, 7, 15, 1

Carrying on.
Below each SMILES: PAFAH1B3 FP inh, PAFAH2 FP inh, pPAFAH inh, ZTA counter, PREPL inhibitor, EBNA-1 inhibitor, LYPLA2 inh, PAFAH1B2 FP inh, LYPLA1 inh
> CCCCn1c(SCC(=O)Nc2cc(C)on2)nnc1-c1ccco1
→ -3, 2, -1, 6, -1, -3, 5, 5, -2
> CCC(C)(C(=O)NC1CCCC1)N(Cc1cccs1)C(=O)c1ccccn1 (configuration not stated)
→ 2, 8, 1, 0, 4, -9, 1, 1, 3
> Cc1ccc(/C=C2\Oc3c(ccc(O)c3CN3CCN(C)CC3)C2=O)cc1
→ 5, 26, 6, -10, 10, 11, 10, 1, 2
> O=C1NC2(CCCCCC2)C(=O)N1Cc1ccc(F)cc1Cl
→ -1, -5, 3, 12, 7, -7, -3, 8, -2
> Cc1ccc(S(=O)(=O)N2CCN(C(=O)C3CCCCC3)CC2)cc1
→ 9, 3, 7, -19, 19, 4, 4, 4, 4
> Clc1cccc(CSc2nccn2-c2ccccc2)c1
→ 3, 6, 9, 10, -9, -10, -6, 4, -4
> Cn1c(SCC(=O)O)nnc1-c1cccc(NC(=O)c2cccc3ccccc23)c1
→ 2, 1, -4, -5, 21, -13, 1, 7, 0

One compound at a time (already shown).
CCCCc1nc(SCc2ccc([N+](=O)[O-])cc2)n[nH]1 is listed with PAFAH1B3 FP inh: 6; PAFAH2 FP inh: -3; pPAFAH inh: 3; ZTA counter: -5; PREPL inhibitor: -5; EBNA-1 inhibitor: -3; LYPLA2 inh: -3; PAFAH1B2 FP inh: 5; LYPLA1 inh: 1
Cc1oc(S(=O)(=O)N(C)C)cc1C(=O)Nc1ccc(F)cc1 is listed with PAFAH1B3 FP inh: 11; PAFAH2 FP inh: 14; pPAFAH inh: 5; ZTA counter: 5; PREPL inhibitor: 6; EBNA-1 inhibitor: 12; LYPLA2 inh: 1; PAFAH1B2 FP inh: 3; LYPLA1 inh: 2

Compound activity as filed in PubChem BioAssay.

An excerpt. The share of hits here may be higher or lower than overall.
